Screening results: PubChem, National Center for Advancing Translational Sciences (NCATS)
aSyn yeast rescue: rescues yeast growth from alpha-synuclein toxicity; S. cerevisiae alpha-synuclein toxicity rescue, BacTiter-Glo growth, 24 h; Potency, µM (top dose mostly 46.1 µM), without a hit: at the highest dose growth rescue (activation), usual class: activators; 94,000 tested, 0.02% active; AID 1347070; active = well fitted activation curve with a large enough effect; inconclusive = small, poorly fitted or top-dose-only effect; also: 0% is about no effect
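Growth restoration measured by BacTiter-Glo luminescence after 24 hr at 30 deg C; alpha-synuclein yeast, raffinose-pregrown to mid-log, were added at OD600=0.02 in galactose medium onto pinned compounds.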
An asterisk follows results filed as active; ? = inconclusive; [ ] = dose if it differs, or a comment. Potency is read from the fitted curve at half-maximal effect. This is a subset, so the mix of outcomes need not match the whole.

structure	aSyn yeast rescue
CCOc1ccc2ncc3c(-c4cccc(OC)c4)nn(-c4ccccc4)c3c2c1	-6%
COc1ccc(NC(=O)CN(C)CC(=O)Nc2cccc3ccccc23)c(OC)c1	2%
Cc1ccccc1-n1nc(CO)c(C(=O)NCc2cccs2)n1	3%
COc1ccccc1C(=O)COC(=O)C1CCN(S(=O)(=O)c2ccc(C)c(C)c2)CC1	-5%
COc1cc(NC(=O)c2ccc([N+](=O)[O-])cc2)ccc1NC(=O)C(C)C	-10%
CC1(C)CC(=O)C=C(c2ccc(COC(=O)c3ccc(-c4ccccc4)cc3)cc2)C1=O	9%
FC(F)(F)c1ccc(Cl)c(NC2=NCCCCC2)c1	-8%
N#Cc1ccccc1S(=O)(=O)N1CCN(Cc2cccs2)CC1	10%
O=C(Nc1ccccc1N1CCCCC1)c1ccc([N+](=O)[O-])o1	-13%
COc1cccc(CNC(=O)CN2C(=O)NC(c3ccccc3)(c3ccccc3)C2=O)c1	10%
CCOC(=O)C(C)Sc1nc(-c2ccccc2Cl)cc(-c2ccccc2)c1C#N (stereo not given)	-2%
O=C(CSc1ncc(S(=O)(=O)c2ccc(Br)cc2)c(=O)[nH]1)NCc1ccccc1Cl	7%
C[C@@H]1CN([C@H](C)CO)C(=O)CCCn2cc(nn2)CO[C@H]1CN(C)S(=O)(=O)c1ccc(Oc2ccccc2)nc1	5%
COc1ccccc1N1CCN(C(=O)c2c3c(nc4ccccc24)C(=O)N(C2CCCCC2)C3)CC1	2%
CC1CCN(S(=O)(=O)c2cc(C(=O)NCc3ccccc3)n(C)c2)CC1	4%
O=S(=O)(Nc1ccc(Br)cc1F)c1ccc2nc(-c3ccccc3)[nH]c2c1	-3%
CC(=O)c1ccc(S(=O)(=O)NC2CC(=O)N(c3ccc(C)c(C)c3)C2)cc1 (stereo not given)	5%
S=C(NCc1cccs1)Nc1cc(Cl)cc(Cl)c1	-30%
O=C(c1cccs1)c1cn(CCOc2ccccc2F)c2ccccc12	-7%
Cc1cc(C)c(C(=O)COC(=O)CCn2c(C)csc2=O)cc1C	0%
CCc1ccc(S(=O)(=O)Nc2cccc(C3OCCCO3)c2)cc1	5%
CCCN1C(=O)C(NC(=O)c2ccccc2OC)(C(F)(F)F)C(C(=O)OC)=C1C (stereo not given)	8%
Cc1ccc(CCNC(=O)NCc2noc3ccccc23)cc1	-2%
Cc1ccc(-n2nc(C(=O)N(C)Cc3ccccc3)c3c4ccccc4n(C)c3c2=O)cc1	1%
NS(=O)(=O)c1ccc2nc(NC(=O)COc3ccc(Cl)cc3Cl)sc2c1	1%
O=S(=O)(Nc1cccc2ccccc12)c1ccccc1F	-1%
COc1ccccc1CNC(=O)CCc1c(C)nn(-c2ccc(N3CCCCC3)nn2)c1C	-11%
Cc1ccc2[nH]c3c(=O)n(N)c(C)nc3c2c1	-7%
O=C(Nc1sc2c(c1C(=O)N1CCCCC1)CCCC2)c1ccccc1Cl	-4%
COc1cccc(CNC(=O)C2Cc3cc(S(=O)(=O)N4CCCCCC4)ccc3N2C(C)=O)c1 (stereo not given)	-8%
Cc1cccc(Cn2c(SCc3ccc(C(=O)NC4CCCCC4)cc3)nc3cccnc32)c1	-8%
CC(C)c1nnc(NC(=O)CS(=O)(=O)c2ccccc2)s1	5%
COc1ccc(-c2ccc3[nH]c4c(c3c2)CCN2C[C@H]3[C@H](C)ON(C)[C@H]3C[C@@H]42)cc1	-9%
CCc1noc(C)c1C(=O)OCC(=O)Nc1c(F)cccc1F	6%
c1coc(-c2nc3ccccn3c2Nc2ccc3c(c2)OCCO3)c1	-6%
Cc1ccc(NC(=O)CCC(=O)c2ccccc2)cc1	7%
O=C(Cc1ccc(F)cc1)Nc1nc(-c2ccc(F)cc2)cs1	3%
COc1ccc(N(CC(=O)NC2CC3CCC2C3)S(=O)(=O)c2ccc(C)cc2)cc1OC (stereo not given)	0%
NC(=O)c1ccsc1NC(=O)CCS(=O)(=O)c1ccc(Cl)cc1	8%
CCOC(=O)CCN(Cc1ccccc1)S(=O)(=O)c1csc(C(N)=O)c1	0%
Cc1ccc(S(=O)(=O)NC(=NC2CCCCC2)c2ccc(Cl)cc2)cc1	-1%
COc1ccc2[nH]cc(CCN=C(NC(=O)c3ccccc3C)Nc3nc(C)cc(C)n3)c2c1	-20%
COc1cccc(C(=O)N=c2sc3c(C)ccc(OC)c3n2C)c1	-4%
COC(=O)c1cc(NC(=O)C2CCCN(S(=O)(=O)c3c(C)n[nH]c3C)C2)cc(C(=O)OC)c1 (stereo not given)	-8%
Cc1oc(-c2ccccc2F)nc1CN1CCC(C(=O)NCCc2ccccc2)CC1	-4%
CCCc1c(C(=O)N/N=C/c2ccc(C)o2)nnn1-c1nonc1N	0%
CCN(CCCNC(=O)Cn1ncc2c(=O)oc3ccccc3c21)c1cccc(C)c1	-11%
CSc1ncccc1C(=O)NCc1ccccc1Cl	7%
COc1cc(/C=N/NC(=S)Nc2cccc(S(=O)(=O)N(C)C)c2)ccc1O	-7%
CCCC#Cc1ccc2c(c1)O[C@H](CN(C)C(=O)CC1CC1)[C@H](C)CN([C@@H](C)CO)S2(=O)=O	8%

Remaining list, next part.
structure	aSyn yeast rescue
Cc1cccc(N(CC(=O)NCCSCc2ccc(Cl)cc2)S(C)(=O)=O)c1C	?
Fc1ccccc1Oc1ncnc2c1oc1ccccc12	-5%
CCOc1ccc(S(=O)(=O)N(CC(=O)Nc2ccc3c(c2)OCO3)c2ccc(C)cc2)cc1	-1%
CCC1(c2ccccc2)CN(C)C1=O (stereo not given)	-10%
COc1ccc(Br)c(OC)c1C(=O)NC(=O)Nc1nc(C)cc(C)n1	11%
CCOc1ccc(NC(=O)CSc2nc3c(oc4ccccc43)c(=O)n2-c2cc(C)cc(C)c2)cc1	-3%
COc1ccc(CNC(=O)c2ccc(NC(=O)N3CCCCc4ccccc43)cc2)cc1	1%
CCOc1ccc(C(=O)NCC(c2ccco2)S(=O)(=O)c2cccs2)cc1 (stereo not given)	-6%
CC(C)n1c(/C=C/c2ccccc2)nc2ccccc21	3%
COc1cccc(CN(C)CC(=O)N2CCN(S(=O)(=O)c3ccccc3)CC2)c1	2%
O=C(CSc1nnc2scc(-c3ccc(Cl)cc3)n12)Nc1ccccc1F	-5%
CCCn1ncc2c(Nc3ccc(C)c(C)c3)ncnc21	2%
Cc1ccc(S(=O)(=O)NCCc2nnc3ccc(SCc4ccccc4C)nn23)cc1	2%
CC(C)(C)C1CCc2oc3ccc(NS(=O)(=O)c4ccc(C(=O)O)cc4)cc3c2C1 (stereo not given)	0%
CC(C)c1ccc(N(CC(=O)NCC2CCCO2)C(=O)CCC(=O)Nc2nccs2)cc1 (stereo not given)	2%
O=c1cc(O)c2sc(Nc3ccc(F)c(Cl)c3)nc2[nH]1	1%
CCN(CC(=O)Nc1cc(Cl)ccc1C)C(=O)CSCc1ccc(C)cc1	5%
O=C(CCC(=O)N1CCN(c2ccc(F)cc2)CC1)c1ccc(F)cc1	1%
Cc1cccc(-n2ncc(C(=O)NCc3ccc4c(c3)OCO4)c2C2CCN(C(=O)OC(C)(C)C)CC2)c1	-3%
Cc1cc(C)c(OCC(=O)OCC(=O)N2CCc3ccccc3C2)c(C)c1	-31%[inhibitor]
Cc1c(C(=O)NCc2cccnc2)sc2nc(-c3ccc(F)cc3)cn12	-7%
O=C(C[C@H]1C[C@@H]2c3cc(NC(=O)c4cccnc4)ccc3O[C@@H]2[C@H](CO)O1)NCc1ccncc1	0%
COc1cc2ccccc2cc1C(=O)NC(=S)Nc1cccc(C(=O)O)c1C	12%
Cc1ccc(C)c(NC(=O)CC2NCCNC2=O)c1 (stereo not given)	-6%
CCOc1ccc(-c2cc(-c3nc(-c4ccc(OC)c(OC)c4)no3)[nH]n2)cc1	-4%
COc1ccc(-n2c(=O)c3c4c(sc3n(Cc3ccc(F)cc3)c2=O)CCCC4)c(OC)c1	16%
CCOC(=O)/C(C#N)=C/Nc1ccccc1NS(=O)(=O)c1ccc(C)c(C)c1	-2%
O=C(NCc1cccs1)c1ccc(CSc2nc3cccnc3n2Cc2ccc(F)cc2)cc1	3%
CC(C)CC1C(=O)N(Cc2cn(CCC3OCCCO3)nn2)CCS(=O)(=O)N1Cc1ccc(-c2ccccc2)cc1 (stereo not given)	-6%
CCOCCC(=O)Nc1ncc(S(=O)(=O)c2ccc([N+](=O)[O-])cc2)s1	-2%
CC(C)(C)OC(=O)N1CCC(c2c(C(=O)NCCN3CCOCC3)cnn2-c2ccc(F)cc2)CC1	7%
CCOc1ccc(CCNC(=O)c2cn(CC)c3ccc(S(=O)(=O)N4CCc5ccccc5C4)cc3c2=O)cc1OCC	-3%
O=C(CS(=O)(=O)Cc1ccccc1)c1ccccc1	3%
COC(=O)CC1Oc2ccc(F)cc2-n2cc(-c3ccc(Cl)cc3)nc21 (stereo not given)	-14%
COc1ccc([C@@H]2C[C@H]3[C@@H](CN2S(=O)(=O)c2ccccc2)C(=O)C[C@@H](c2ccccc2F)N3S(=O)(=O)c2ccc(C)cc2)cc1	2%
CSCCC(NC(=O)c1ccccc1Cl)C(=O)OCC(=O)N1CCCC1=O (stereo not given)	6%
COc1ccc2c(c1)c1c(c(=O)n(-c3ccccc3C)c(=O)n1Cc1c(F)cccc1Cl)n2C	-8%
CCN(CC)S(=O)(=O)c1ccc2c(c1)nc(CN(C)C(=O)Nc1ccc(C)c(F)c1)n2C	-8%
Nn1c(SCc2ccc(F)cc2)nnc1-c1ccncc1	14%
O=C(NCc1cccs1)C12CC3CC(CC(C3)C1)C2	-8%
CCSc1nc2ccccc2c(OCc2cc(C(=O)OC)ccc2OC)c1C(=O)OC	17%
Cc1ccc(-c2cnc(-c3ccccc3C(=O)O)o2)cc1	7%
NC(=S)N=Nc1c(O)n(CCCl)c2ccccc12	-1%
COc1cc2c(cc1OC)CN(C(=O)COc1ccccc1[N+](=O)[O-])CC2	2%
Cc1ccc(S(=O)(=O)N2CCN(C(=O)COC(=O)c3oc4ccccc4c3C)CC2)cc1	3%
CCN1CCCC1CN(Cc1cc2ccc(C)cc2[nH]c1=O)C(=S)Nc1ccccc1C(=O)OC (stereo not given)	4%
Cc1ccc(C(=O)N2CCN(S(=O)(=O)c3ccccc3[N+](=O)[O-])CC2)o1	-4%
COc1cccc(CN(C)C(=O)c2ccc(S(=O)(=O)Nc3cccc(C)c3C)cc2)c1OC	2%
O=C(CSC1=Nc2ccccc2C2=NC(Cc3ccccc3)C(=O)N12)Nc1ccccc1F (stereo not given)	-13%
Cc1cccc(C)c1NC(=O)CNC(=O)c1ccc(N2CCOCC2)c([N+](=O)[O-])c1	-1%

(list continues)
structure	aSyn yeast rescue
COCC1CCCN(C(=O)c2ccc(OC3CCN(Cc4ccccn4)CC3)cc2)C1 (stereo not given)	-10%
CCOC(=O)c1cc(S(=O)(=O)N2CCN(c3cccc(C)c3)C(C)C2)[nH]n1 (stereo not given)	2%
CCN(CC)S(=O)(=O)c1ccc(C(=O)N=c2sc3cccc(OC)c3n2C)cc1	-7%
O=C(NCc1cccnc1)C(=O)Nc1nc(C23CC4CC(CC(C4)C2)C3)cs1	-2%
CCOc1ccc(NC2c3ccccc3C(=O)N2Cc2ccc3c(c2)OCO3)cc1 (stereo not given)	-3%
COc1ccc(C(Nc2cc(C)ccn2)c2ccc3ccc(C)nc3c2O)cc1 (stereo not given)	4%
Cc1csc2nc(CNS(=O)(=O)N(C)C)cn12	6%
O=C(Nc1ccc([N+](=O)[O-])cc1)C(c1ccccc1)c1ccccc1	0%
CC(=O)NS(=O)(=O)c1ccc(NC(=O)c2cc3c(=O)n4ccccc4nc3s2)cc1	-47%[inhibitor]
CCC(Cc1ccccc1)NC(=O)c1oc(=O)c2ccccc2c1-c1ccccc1 (stereo not given)	8%
COc1ccc(-c2cn3nc(N4CCC(C(=O)Nc5cccc(OC)c5)CC4)sc3n2)cc1	-3%
O=C(c1ccc(NS(=O)(=O)/C=C/c2ccccc2)cc1)N1CCCCC1	5%
CCCCCC(=O)NNC1CC(=O)N(c2ccccc2)C1=O (stereo not given)	-10%
CSc1ccc(-c2nnc(NC(=O)c3ccc4c(c3)OCCO4)o2)cc1	4%
Cc1ccnc(SCC(N)=O)n1	-8%
